Assay outcomes as filed in PubChem.
inhibitors of VEEV: inhibitors of VEEV TC-83 cytopathic effect, confirmation, Vero cells (AID 588727); Vero cells, VEEV TC-83 cytopathic effect inhibition; higher % means a stronger effect; inhibition, % at 20 µM, or IC50 in µM where a hit was titrated; 350,000 compounds, 0.13% hits; in the data active = a potency from the dose series; inconclusive = inhibition mostly from about 14% at the one dose, without a potency; inactive = the rest, 99 in 100 with inhibition below about 12%; also: strong numbers were not always called active
influenza NS1A: H1N1 influenza NS1A inhibitors, functional cell based assay (AID 504329); NS1A functional cell-based assay, percent inhibition; higher % means a stronger effect; inhibition, % at 12.5 µM, or IC50 in µM where a hit was titrated; 340,000 compounds, 0.3% hits; in the data active = a potency from the dose series; inconclusive = inhibition above about 27% without an active follow-up result; also: strong numbers were not always called active
PhoP GFP inhibition: PhoP regulon inhibitors, Salmonella typhi PhoP promoter GFP reporter, confirmatory (AID 1850); Salmonella Typhi PhoP-promoter GFP reporter, fluorescence, 4 h; higher % means a stronger effect; inhibition, % at 50 µM; hits with a dose series show IC50 in µM; 310,000 compounds, 0.33% hits; in the data active = a potency from the dose series; inconclusive = inhibition mostly from about 25% at the one dose, without a potency; inactive = the rest, 99 in 100 with inhibition below about 19%;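 also: 0% = induced wells with vehicle and 100% = uninduced wells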
M. tuberculosis: growth inhibition of non-replicating M. tuberculosis (AID 488890); Mycobacterium tuberculosis non-replicating, growth inhibition; higher % means a stronger effect; one-dose inhibition, % at 25 µM; IC50 in µM for titrated hits; 320,000 compounds, 0.39% hits; in the data active = a potency from the dose series; inconclusive = inhibition mostly from about 82% at the one dose, without a potency; inactive = the rest, 99 in 100 with inhibition below about 76%;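 also: plate controls were DMSO cells for no effect and high antibiotic wells for full effect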
M. tuberculosis HTS: M. tuberculosis growth inhibition, HTS (AID 449762) | M. tuberculosis H37Rv growth inhibition, 7H9 media; higher % means a stronger effect | inhibition, % at 25 µM; hits with a dose series show IC50 in µM | 330,000 compounds, 0.59% hits; in the data active = a potency from the dose series; inconclusive = inhibition above about 70% without an active follow-up result;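 also: bacterial growth assessed after seven days of incubation; strong numbers were not always called active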
inhibitors of VEEV 10K pilot screen: further read-out of inhibitors of VEEV, marked with its call; inhibition, %; measured here: 10K pilot screen inhibition
Starred values were filed as active, the others as inactive; i = inactive; ? = inconclusive; / = no result given. Compounds were not picked by outcome. Share with any hit: about 1.5%.

SMILES	inhibitors of VEEV	influenza NS1A	PhoP GFP inhibition	M. tuberculosis	M. tuberculosis HTS	others
Cc1ccc(-n2c(C)cc(/C=C3/SC(=O)N(CC(=O)N4CCOCC4)C3=O)c2C)nc1	/	/	-2%	-3%	-10%
O=C(O)C1=NN(c2ccccc2)C(=O)C1	6.2%	-11%	-17%	-9%	10%
CCn1ncc(Br)c1C(=O)Nc1ccc(Cl)cn1	1.2%	3%	-4%	3%	1%
COC(=O)c1ccccc1-c1ccc(/C=N/NC(=O)c2cc3ccccc3o2)o1	10%	-8%	7%	61%	8%
Cc1ccc2oc(=O)c3cc(C(=O)NCCN4CCN(C)CC4)sc3c2c1	4.8%	-5%	-18%	8%	-6%
COc1ccc(C(=O)Nc2cc3c(cc2N2CCCCC2)n(C)c(=O)n3C)cc1OC	4.7%	3%	-6%	7%	4%
Cc1ccc(S(=O)(=O)N2CCOCC2)cc1NC(=O)CSc1nnc(NC2CC2)s1	1.1%	-3%	/	28%	11%
CC(C)[C@H](NC(=O)c1cc2cc(Cl)ccc2n1C)C(=O)N1CCC(C(=O)O)CC1	0.1%	-10%	-2%	-11%	8%
CCSc1nnc(NC(=O)CN2C(=O)C3CC=CCC3C2=O)s1 (stereo not drawn)	0.9%	-2%	-6%	-55%	29%
CCCCOc1ccc(C(=O)NCC(=O)NC2CCN(Cc3ccccc3)CC2)cc1	0.2%	-3%	-1%	34%	-5%
CC1(C)CC[C@]2(C(=O)O[C@@H]3OC(CO)[C@@H](O)[C@H](O)[C@H]3O)CC[C@]3(C)C(=CCC4[C@@]5(C)CC[C@H](O[C@@H]6OC(C(=O)O)[C@@H](O)[C@H](O)[C@H]6O)C(C)(C)C5CC[C@]43C)[C@@H]2C1 (stereo partly drawn)	i	-12%	/	-5%	2%
CC[C@]12c3[nH]c4ccc(Cl)cc4c3CCN1C(=O)[C@@H](CC(=O)NCCN1CCOCC1)C[C@@H]2C(=O)N1CCN(C(=O)C2CC2)CC1	i	-11%	/	/	/
CC1=C(C#N)C(Nc2ccc(C)cn2)(C(F)(F)F)C(=O)N1 (stereo not drawn)	0.3%	4%	16%	4%	0%
O=C(Nc1ccc(Oc2ccc(NC(=O)Nc3ccccc3Cl)cc2)cc1)Nc1ccccc1Cl	i	-4%	-1%	-7%	-5%
CCCCC(=O)c1ccc(OC(=O)c2ccc([N+](=O)[O-])cc2)cc1	i	16%	/	/	/
C=CCN(Cc1cccs1)C(=O)COc1ccc2c(c1)OCO2	3.5%	-8%	/	34%	-1%
Cc1ccc(CNC(=O)CC2Nc3c4ccccc4nc(=S)n3C2=O)cc1 (stereo not drawn)	/	/	-2%	-7%	-7%
O=C(CN1CCOCC1)NCCNS(=O)(=O)c1ccccc1	1.3%	-6%	-4%	12%	-3%
N#CC1=C2SC=C(c3ccc(Br)cc3)N2CCCC1=O	0.1%	-1%	8%	9%	-4%
CC(=O)c1cccc(NC2=NCC(C)S2)c1 (stereo not drawn)	1.9%	4%	0%	-12%	-4%
OC(c1ccccc1)c1nc2ccccc2s1 (stereo not drawn)	1.1%	0%	-7%	1%	2%
COc1ccc(S(=O)(=O)N(C)CC(=O)Nc2cccc(C(C)=O)c2)cc1	i	-12%	0%	6%	-1%
Cc1ccc(S(=O)(=O)N2CCCCC2)cc1	0.7%	-8%	-15%	-5%	9%
NS(=O)(=O)c1ccc(NC(=O)COC(=O)CCc2c[nH]c3ccccc23)cc1	1.3%	-2%	-19%	24%	11%
NC(=S)N/N=C/c1ncc(C(F)(F)F)cc1Cl	9.5%	/	0%	?	?
SMILES	inhibitors of VEEV	influenza NS1A	PhoP GFP inhibition	M. tuberculosis	M. tuberculosis HTS	others
Cc1cc(/C=C2\C(=N)N3N=C(C(C)C)SC3=NC2=O)c(C)n1Cc1ccccc1	1.0%	-22%	-3%	29%	5%
O=C(CNC(=O)c1cccs1)OCc1c(F)cccc1Cl	1.3%	-7%	7%	33%	0%
O=C(CSc1nncs1)NC1CCCc2ccccc21 (stereo not drawn)	3.5%	-8%	7%	5%	2%
Cc1cc2cc(C)c(NCCNC(=O)c3cccs3)nc2cc1C	i	7%	10%	75%	?
COc1ccc(-c2oc3ccc(N4CCOCC4)cc3c2/C=C/c2ccc(OC)c(OC)c2)cc1	5.4%	-8%	4%	27%	12%
CCOC(=O)C1(Cc2ccc(Cl)cc2)CCN(Cc2ccon2)CC1	i	-14%	-10%	5%	0%
CCC1(C)CC(=O)N(c2ccc(C(=O)O)c(O)c2)C1=O (stereo not drawn)	0.8%	0%	4%	6%	2%
Cc1cc(-c2c(C(=O)N3CCOCC3)c(C)nn2-c2cccc(C(F)(F)F)c2)no1	1.3%	-21%	3%	-3%	-1%
COc1ccc(NC(=O)C2CC(=O)N=C(N)S2)cc1 (stereo not drawn)	0.2%	-1%	11%	-8%	-4%
COc1ccc(-n2c(=S)[nH]c3cc(C(=O)Nc4cc(OC)c(OC)c(OC)c4)ccc3c2=O)c(OC)c1	9.6%	-1%	2%	12%	5%
COc1ccc(/C=N/NC(=O)c2cccc(Br)c2)cc1COc1ccccn1	?	-16%	0%	9%	3%
CCc1ccc(OCC(=O)O/N=C(\N)c2ccncc2)cc1	3.2%	-4%	-8%	36%	1%
Cc1ccc(C(=O)Nc2nc(-c3ccc(F)cc3)cs2)o1	8.1%	3%	-4%	57%	11%
COc1ccc(CC(=O)Nc2nnc(SCc3ccccc3)s2)cc1S(=O)(=O)N1CCOCC1	4.8%	-6%	3%	18%	1%
CCCCN=C1NN=C(c2ccc3c(c2)OCCO3)CS1	9.9%	/	4%	40%	2%
COc1ccc(-n2ncc3c(=O)n(CC(=O)OCc4ccccc4)cnc32)cc1	0.7%	-4%	-8%	-2%	8%
Cc1cc(C)n2nc(SCC(=O)Nc3c(C)nn(-c4ccccc4)c3C)nc2n1	6.4%	7%	-2%	2%	6%
NC(=NCCc1ccccc1)c1cccc([N+](=O)[O-])c1	0.4%	-1%	-3%	-7%	1%
Cc1cccc(C(=O)Nc2c(C(=O)N3CCN(C)CC3)cnn2-c2ccccc2)c1	2.6%	0%	-4%	-7%	-10%
O=c1[nH]c(=S)n(-c2ccccc2)c(O)c1C=NCCN1CCNCC1	i	-19%	8%	-16%	7%
Cc1ccc(CSCC(=O)N2CCOCC2)cc1	1.6%	-4%	-10%	5%	-7%
COc1cc(OC)c(NC(=O)c2ccccc2F)cc1Cl	2.0%	-8%	-5%	23%	3%
Oc1ccccc1C1=NCCNC(C(F)(F)F)=C1	0.5%	-2%	4%	-7%	-7%
NC(=O)CSc1nnc2sc3ccccc3n12	1.6%	-13%	-7%	-4%	-12%
COc1cc(NS(=O)(=O)c2ccc(NC(=O)/C=C/c3cccc([N+](=O)[O-])c3)cc2)ncn1	0.5%	0%	3%	1%	2%
SMILES	inhibitors of VEEV	influenza NS1A	PhoP GFP inhibition	M. tuberculosis	M. tuberculosis HTS	others
COCCn1c(=S)[nH]c2cc(C(=O)N3CCN(c4ccc(F)cc4)CC3)ccc2c1=O	1.8%	13%	-7%	34%	5%
C/C(=N\NC(=S)NC(C)C)c1ccc(Cl)s1	i	-1%	-7%	-12%	?
COc1cccc(OCC(=O)Nc2ccc(OC)c(OC)c2)c1	1.6%	6%	-14%	/	-6%
Cc1ccc(N(O)C(=O)NCCCCNC(=O)N(O)c2ccc(C)cc2)cc1	2.5%	-3%	-2%	35%	3%
CCC1C(=O)N=C(SCC(=O)Nc2ccc(C(=O)OC)cc2)NC1=O (stereo not drawn)	2.6%	3%	15%	19%	?
Cc1csc(NC(=O)CSc2nnc(-c3cccnc3)o2)n1	4.4%	1%	-8%	-12%	-8%
Cc1ccc(Sc2c(C#N)c(-c3ccccc3)nn2C)cc1	0.1%	-8%	-9%	9%	10%
NC(=O)C1CCN(C(=O)c2cc(-c3ccc(Cl)cc3)nc3ccccc23)CC1	9.1%	-1%	/	11%	-1%
OCCN(CCCn1c(C(F)(F)F)nc2ccccc21)c1nc(CN2CCCCC2)cs1	1.9%	-15%	-2%	7%	5%
Oc1ccc(Cl)cc1-c1cc(-c2ccccc2Cl)[nH]n1	i	5%	-2%	1%	4%
CCOC(=O)c1cn2nc(Oc3ccc(OC)cc3)ccc2n1	i	-1%	8%	-3%	-6%
CN1C(=O)c2ccc(C(=O)NCc3ccccc3)cc2C1=O	i	-11%	-1%	0%	3%
Cn1ccc(C(=O)OCC(=O)Nc2ccccc2Cl)n1	0.9%	9%	/	/	/
CCOC(=O)CSc1nnc(-c2ccccc2)c(-c2ccccc2)n1	0.2%	-4%	2%	?	?
CN(C)CCCn1c(SCC(=O)Nc2sc3c(c2C#N)CCCC3)nnc1-c1ccncc1	0.8%	5%	12%	21%	0%
Cc1cccc(NC(=O)NC2CCCCCCC2)c1	4.0%	-2%	6%	56%	?
COc1ccc(OCCOc2cccc(C=C3C(=O)NC(=O)NC3=O)c2)cc1	/	/	-4%	65%	21%
COc1ccc(-c2nc(NC(=O)c3n[nH]c(=O)c4ccccc34)sc2C)cc1	9.0%	-4%	-5%	-3%	9%
Cc1ccc(NC(=O)N2CCc3ccccc3C2)cc1	1.8%	4%	-5%	26%	-7%
CC1(C)CC(NC(=O)c2cc(S(=O)(=O)N3CCOCC3)ccc2Cl)CC(C)(C)N1	1.6%	2%	/	-7%	-8%
CC(C)c1cc(CNC(=O)C2CCC(=O)N(Cc3ccccc3F)C2)on1 (stereo not drawn)	1.9%	-8%	-1%	-12%	0%
CCOc1ccc(/C=N/NC(=O)c2cc3c(OC)cccc3[nH]2)cc1	1.5%	-2%	1%	-26%	-8%
CC12CC3(C)CC(C)(C1)CC(C(=O)NC(=S)N1CCOCC1)(C2)C3	i	-4%	0%	38%	24%
Cc1ccc2nc(Cc3ccc(N)cc3)[nH]c2c1	1.1%	6%	-5%	3%	-9%
OCC1(CC2CCCCO2)CCN(Cc2ccccc2-c2ccco2)CC1 (stereo not drawn)	0.3%	4%	7%	18%	-3%	inhibitors of VEEV 10K pilot screen=0.0

A draw from above in order of length of the SMILES, falling.
SMILES	inhibitors of VEEV	influenza NS1A	PhoP GFP inhibition	M. tuberculosis	M. tuberculosis HTS	others
NC(=O)C1CCN(C(=O)c2cc(-c3ccc(Cl)cc3)nc3ccccc23)CC1	9.1%	-1%	/	11%	-1%
OCC1(CC2CCCCO2)CCN(Cc2ccccc2-c2ccco2)CC1 (stereo not drawn)	0.3%	4%	7%	18%	-3%	inhibitors of VEEV 10K pilot screen=0.0
Cc1ccc2nc(Cc3ccc(N)cc3)[nH]c2c1	1.1%	6%	-5%	3%	-9%

Continued:
SMILES	inhibitors of VEEV	influenza NS1A	PhoP GFP inhibition	M. tuberculosis	M. tuberculosis HTS	others
CCN(CC)C(=O)c1ccc(NC(=O)c2cccc(S(=O)(=O)N3CCN(Cc4ccccc4)CC3)c2)cc1	1.8%	1%	-8%	-3%	7%
CCCCCOc1ccc(C(=O)Nc2ccc(N3CCOCC3)cc2N2CCOCC2)cc1	3.0%	-8%	/	-7%	-7%
COC(=O)C1(C)NC(c2ccc(C)cc2)C2C(=O)N(c3ccc(F)cc3)C(=O)C21 (stereo not drawn)	i	-4%	-4%	6%	-1%
CCN(CC)c1ccc(NC(=O)CN2CCN(c3ccccc3F)CC2)cc1	0.6%	14%	5%	16%	-3%
Cc1cc(NC(=O)CSc2nnc(CNC(=O)c3c(F)cccc3F)o2)no1	0.9%	-2%	-5%	-2%	-1%
CCCCN(CC)S(=O)(=O)c1c(C)[nH]c(=O)[nH]c1=O	1.6%	-15%	-3%	11%	1%
Cc1[nH]c(=O)[nH]c(=O)c1S(=O)(=O)N1CCCC(C(=O)NCc2ccco2)C1 (stereo not drawn)	0.2%	0%	14%	-1%	0%
COc1ccc(-n2c(C)nn(CC3CC3)c2=O)cc1	0.5%	-2%	/	/	/
COc1cccc(OCc2cc(C(=O)N3C[C@H]4C[C@@H](C3)c3cccc(=O)n3C4)no2)c1	i	11%	/	/	/
CN(C(=O)CC(=O)Nc1ccc(Cl)c(Cl)c1)c1ccccc1	0.7%	7%	6%	20%	?
COc1ccc(NC(=O)CSc2nnc(-c3ccccc3)n2N)cc1	2.3%	5%	-4%	13%	-15%

Filtered by structure, the entries above with bromine.
SMILES	inhibitors of VEEV	influenza NS1A	PhoP GFP inhibition	M. tuberculosis	M. tuberculosis HTS	others
CCn1ncc(Br)c1C(=O)Nc1ccc(Cl)cn1	1.2%	3%	-4%	3%	1%
N#CC1=C2SC=C(c3ccc(Br)cc3)N2CCCC1=O	0.1%	-1%	8%	9%	-4%
COc1ccc(/C=N/NC(=O)c2cccc(Br)c2)cc1COc1ccccn1	?	-16%	0%	9%	3%
